# Neddylation inh: inhibitors of cullin neddylation, primary screen, biochemical, TR-FRET, uHTS, NAE and Ubc12; NEDD8-conjugating enzyme Ubc12 (Homo sapiens) + NEDD8-activating enzyme E1 regulatory …; calls only at 25 µM; 0.58% of 360,000 active; AID 651699, 2012; in the data active = inhibition above about 36%
# Target sequence (P61081 whole entry, looked up): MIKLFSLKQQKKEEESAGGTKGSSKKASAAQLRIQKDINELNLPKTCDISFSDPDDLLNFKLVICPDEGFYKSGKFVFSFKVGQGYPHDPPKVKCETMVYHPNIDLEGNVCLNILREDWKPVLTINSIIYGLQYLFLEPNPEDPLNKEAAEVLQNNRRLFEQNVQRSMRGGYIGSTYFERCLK
# Target sequence (Q13564 whole entry, looked up): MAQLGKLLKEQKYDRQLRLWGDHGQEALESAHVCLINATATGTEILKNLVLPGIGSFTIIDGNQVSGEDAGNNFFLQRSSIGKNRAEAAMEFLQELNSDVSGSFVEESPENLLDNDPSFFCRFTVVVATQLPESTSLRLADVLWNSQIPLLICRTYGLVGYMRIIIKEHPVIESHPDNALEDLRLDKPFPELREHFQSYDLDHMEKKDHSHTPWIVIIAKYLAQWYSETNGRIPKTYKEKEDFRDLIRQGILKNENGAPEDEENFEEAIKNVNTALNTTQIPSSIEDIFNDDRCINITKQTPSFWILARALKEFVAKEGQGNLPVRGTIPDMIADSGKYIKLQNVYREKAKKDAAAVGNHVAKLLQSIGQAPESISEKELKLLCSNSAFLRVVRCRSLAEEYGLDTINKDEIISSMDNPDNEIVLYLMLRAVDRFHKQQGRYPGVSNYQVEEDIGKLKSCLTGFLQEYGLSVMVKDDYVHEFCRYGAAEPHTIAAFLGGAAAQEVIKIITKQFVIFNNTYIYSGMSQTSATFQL
# Rin1-Abl PPI inh: inhibitors of Rin1-Abl protein binding, primary screen, biochemical, TR-FRET. Tyrosine-protein kinase ABL1 (Homo sapiens) + Ras and Rab interactor 1 (Homo sapiens), …. inhibition, % at 7.35 µM. 0.4% of 360,000 active. AID 588664, 2011; in the data active = inhibition above about 5%, passing the limit was not always enough
# FAS-TE inh: FAS thioesterase domain inhibitors, primary screen, biochemical, fluorescence intensity, uHTS | 0.67% of 360,000 active | Fatty acid synthase (Homo sapiens), P49327 | inhibition, % at 15 µM | recombinant FAS-TE, OMFH fluorogenic substrate, fluorescence endpoint;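 active = compounds whose normalised, plate-corrected inhibition of enzyme fluorescence in the single-dose primary screen is 50% or more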;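 note: 0% = DMSO with enzyme and 100% = substrate without enzyme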
# MT1-MMP act inh: blockers of MT1-MMP proenzyme processing, primary screen, HT1080 RFP-PRO-GFP cells, GFP/RFP fluorescence | Matrix metalloproteinase-14 (Homo sapiens), P50281 | GFP/RFP ratio fluorescence, overnight; percent of plate control window, DMSO zero | GFP/RFP ratio change, % at 20 µM | 0.061% of 360,000 active | AID 651647, 2012;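 active = GFP/RFP ratio change of at least 30% with cell ATP level not reduced by more than half and red fluorescence within 50% of control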; note: strong numbers were not always called active
#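 Test system: HT1080 RFP-PRO-GFP cells; Benchmarks: DMSO and RFP-L50D-GFP cell wells; Timing: cells overnight before dosing, compound overnight, 37 °C, 5% CO2; Compound: one 20 µM compound dose with 1% DMSO; Read-out: GFP/RFP fluorescence ratio.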
# E coli Lon inh: inhibitors of E. coli Lon protease, primary screen, biochemical, fluorescence polarization | purified E. coli Lon protease | inhibition, % at 7.94 µM | 0.42% of 360,000 active | AID 602123, 2011; in the data active = inhibition above about 13%, passing the limit was not always enough;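 note: 0% = enzyme with probe and DMSO and 100% = no enzyme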
# bovine MsrA act: bovine MsrA enzyme activators, primary screen, biochemical, absorbance, HTS; 0.3% of 360,000 active; Methionine sulfoxide reductase A (Bos taurus); purified bovine MsrA, absorbance read-out; activation, % at 10.6 µM; in the data active = activation above about 7.5%;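 note: 0% = vehicle and 100% = reference activator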
# MLLE-PAM2 inh: inhibitors of PABP1 MLLE–PAM2 peptide binding, primary screen, biochemical, fluorescence polarization, FITC-PAM2, GST-MLLE; inhibition, % at 20 µM; 0.36% of 360,000 active; Polyadenylate-binding protein 1 (Homo sapiens), P11940; in the data active = inhibition above about 35%, passing the limit was not always enough;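 note: plate controls were DMSO wells with GST-MLLE for no effect and wells lacking GST-MLLE protein for full effect; some results filed as inactive read as strong as hits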
# SKN-1 block: suppressors of acrylamide-induced Pgst-4::GFP reporter in worms, primary screen, SKN-1 inhibitor project, whole organism, uHTS, GFP/RFP fluorescence ratio, strain VP596; AID 624304, 2012; inhibition, % at 21.8 µM; 0.49% of 360,000 active; C. elegans VP596 Pgst-4::GFP/RFP ratio, 24 h;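 active = interference check ratio from 0.5 to 1.5 plus GFP to RFP signal ratio inhibition reaching or exceeding a fixed threshold, cut at about 30% in these data, passing the limit was not always enough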; note: some compounds called inactive have numbers as strong as hits
# CendR NRP1 mod: modulators of CendR peptide binding to NRP-1, primary screen, biochemical, fluorescence polarization, uHTS | Neuropilin-1 (Homo sapiens), O14786 | FAM-RPARPAR peptide binding to NRP-1 | inhibition, % at 25 µM | 0.85% of 360,000 active | AID 602438, 2012;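 active = inhibition or corrected inhibition above about 18%, plus a signal ratio from 0.5 to 1.5, limit read from the data, passing the limit was not always enough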; note: strong numbers were not always called active
# An asterisk follows results filed as active; i = inactive; nt = no result given. Compounds were not picked by outcome; 4% or so of the library scored in one or more.
molecule,Neddylation inh,Rin1-Abl PPI inh,FAS-TE inh,MT1-MMP act inh,E coli Lon inh,bovine MsrA act,MLLE-PAM2 inh,SKN-1 block,CendR NRP1 mod
CCc1ccc(N2CN(Cc3ccco3)CNC2=S)cc1,i,-2,-6,5,2,-2,-54,-18,-4
Cc1cccc(-c2nc(CS(=O)CC(=O)NCCc3ccccc3)c(C)o2)c1 (centres undefined),i,0,-1,0,-14,-1,-9,6,-2
O=C(CSc1nnc(-c2cccc(S(=O)(=O)N3CCCCC3)c2)o1)c1ccc[nH]1,i,3,-4,-5,-1,5,-83,2,-9
CCN1C(=NCCOC)N[C@@H](c2cccc(C(F)(F)F)c2)C(C(=O)OC)=C1C,i,1,-9,-6,10,-2,-91,13,12
O=C(Nc1c(-c2ccccc2)nc2c(Br)cc(Br)cn12)c1ccco1,i,-6,-8,-1,-1,-5,-1,-5,6
COc1ccc(OC)c(S(=O)(=O)NC2CCCCNC2=O)c1 (centres undefined),i,-2,0,8,-4,-2,-13,-2,-3
CN(C)CC(=O)Nc1ccc2c(c1)[C@H]1C[C@H](CC(=O)NCc3ccc4c(c3)OCO4)O[C@H](CO)[C@H]1O2,i,-1,-11,3,0,-9,-2,-5,-12
Cc1ccccc1NC(=O)C(C)N1C(=O)c2ccccc2C1=O (centres undefined),i,1,-3,5,0,0,-4,9,6
O=C(COC(=O)c1ccccc1)NCCCCc1ccccc1,i,0,-3,4,-8,-3,4,10,2
OC(COCc1ccccc1F)CN1CCCCC1 (centres undefined),i,-2,-6,8,10,-10,4,-7,-2
C(=NNc1nnn(Cc2ccccc2)n1)c1ccccc1,i,-2,-2,6,-1,-3,13,2,-10
O=C(c1cc(C2CC2)on1)N1CCN(c2ccc(F)cc2)CC1,i,1,-1,5,-15,0,1,-12,4
O=C(COC(=O)c1cc(S(=O)(=O)N2CCOCC2)ccc1F)NC1CC1,i,4,0,1,-3,-9,5,-7,1
Cc1ccccc1OC(=O)c1cccnc1,i,0,-5,-2,6,-2,-1,11,1
CCOC(=O)C(C)Oc1ccc(NC(=O)C(Cl)Cl)cc1 (centres undefined),i,-1,-3,1,-3,-2,-6,25,6
COc1ccccc1CNC(=O)COC(=O)c1cc(S(=O)(=O)N2CCOCC2)ccc1Cl,i,-2,-1,1,3,0,-37,6,-3
O=C(/C=C/c1ccco1)Nc1nnc(-c2ccco2)s1,nt,1,-12,-2,12,-10,-14,-14,-15
O=C(c1ccc(N2CCCCS2(=O)=O)cc1)N1CCN(c2ccc(N3CCOCC3)nn2)CC1,nt,-1,-7,-1,-5,0,-8,8,4
CC(=O)N1CCN(C(=O)CNc2cc(C(F)(F)F)ccc2OCC(F)(F)F)CC1,i,-3,2,-2,-4,0,9,11,-9
CCc1cc2c(SCc3nc4sc(C(C)=O)c(C)c4c(=O)[nH]3)ncnc2s1,i,-100,19,-51,-44,-3,-89,4,-81
O=C(COC(=O)C1CC2CCCC(C1)C2=O)NNC(=O)c1ccccc1Br (centres undefined),i,2,-4,0,1,-6,-6,-21,-2
COc1ccc([C@H]2C=C(C(=O)O)O[C@@H](OCc3ccc(CO)cc3)C2)cc1,i,1,-7,0,0,-3,-1,-1,7
COc1cc(/C=C/C(=O)OCC(=O)Nc2ccc(Cl)cn2)ccc1O,i,-1,4,4,-6,-3,-14,-6,-16
O=C(c1cc2n(n1)C(C(F)(F)F)CC(c1ccc(Cl)cc1)N2)N1CCCC1 (centres undefined),i,2,-8,3,1,-10,1,6,2
CC(NC(=O)c1ccco1)C(=O)Nc1nc(-c2ccccn2)cs1 (centres undefined),i,2,-9,2,3,0,15,-6,0
CC(C)c1ccc(-c2nn(-c3ccccc3)cc2C(=O)NCC2CCCO2)cc1 (centres undefined),i,-1,19,-9,-9,4,1,13,1
Cc1cccc(NC(=O)CSCC(=O)N2CCN(C(=O)c3ccco3)CC2)c1,i,2,-2,0,0,-2,1,2,-7
C=CCSc1nc2sc3c(c2c(=O)[nH]1)CC(C)(C)OC3,i,0,-2,5,-4,1,-10,5,-4
CC(=O)Nc1ccc(NS(C)(=O)=O)cc1,i,3,-8,-4,-2,-1,8,-7,12
O=C(c1ccc(Cl)cc1Cl)N1CCc2ccccc21,i,-1,5,2,-12,0,-10,2,5
O=C(Cc1cccs1)N(Cc1cccs1)C1(C(=O)NC2CCCCC2)CCCCC1,i,2,17,-19,-5,-1,11,-5,8
COc1ccc(NC(=O)C2C3CCC(O3)C2C(=O)O)cc1OC (centres undefined),i,-1,-8,3,-4,-1,0,14,5
CCSc1nnc(CNC(=O)C23CC4CC(CC(C4)C2)C3)n1Cc1ccccc1,i,0,1,0,-2,0,-92,-3,-3
CCCCC1=CC2=C(c3ccco3)C(=O)C(C)(OC(=O)c3ccc(OC)cc3)C(=O)C2=CN1c1ccccc1 (centres undefined),i,-12,-2,nt,10,-12,-2,-8,-29
O=C(NNC(=O)c1ccc(Cl)nc1)c1ccncc1,i,-1,-6,-4,0,-4,5,-14,0
O=C(NCc1ccccc1)NS(=O)(=O)c1ccccc1Cl,i,-3,-9,-1,-6,-4,8,-13,-4
CC(=O)Nc1ccc(NC(=O)CSc2nnc(C)c(=O)[nH]2)cc1,i,-2,-2,1,-4,-5,33,-3,7
CCOC(=O)C(C(=O)OCC)[C@@H]1CS(=O)(=O)C[C@H]1C(C(=O)OCC)C(=O)OCC,i,2,-3,-6,-5,-3,-5,1,-5
Cc1cnc(C(=O)NCCc2ccc(Cl)cc2)cn1,i,2,0,2,-11,-3,-6,2,-7
COc1ccccc1C1C([N+](=O)[O-])=CC([N+](=O)[O-])=CN1C (centres undefined),i,-3,-10,-21,-14,-2,-4,23,-53
CC[C@]1(C(=O)OC)[C@H]2C(=O)N(C)C(=O)[C@H]2[C@H]2CN=C(SCc3ccc(C(=O)OC)cc3)N21,i,0,-8,-3,2,-1,4,5,8
COc1cc(CN2CCN(C(=O)CC(C)C)CC2)c([N+](=O)[O-])cc1OC,i,3,-2,0,0,-4,-4,3,8
Cc1cc(C(=O)N2CCN(c3ccccn3)CC2)c(C)o1,i,2,-8,4,7,-3,15,-3,-2
O=C(CCC(=O)OCc1ccc(C(=O)Oc2ccc(Cl)cc2)cc1)Nc1ccccc1,i,5,-5,3,2,-12,-10,-9,8
CCCCSc1cc(C)nc2ncnn12,i,-3,-7,3,-6,-2,-1,-12,-3
COCC(=O)N1CCC(Oc2ccc(C(=O)NCCCC3CCCC3)cc2)CC1,i,-2,-6,2,-5,-2,3,11,10
Cc1nn(C(C)(C)C)c(OC(=O)c2cccs2)c1S(=O)(=O)c1ccccc1,i,-4,23,-1,9,-1,-4,-8,8
CC(=O)N1CC=CC1(C)C(=O)O (centres undefined),i,1,-14,-3,-4,-5,6,10,-3
O=C(CNC(=O)c1ccc(Br)cc1)NC1=NCCS1,i,2,-11,1,4,-7,-19,0,-13
CCn1cc(-c2ccnc3cc(C(=O)O)nn23)c(C)n1,nt,0,-10,3,-4,-11,12,-6,32*

# (next part)
molecule,Neddylation inh,Rin1-Abl PPI inh,FAS-TE inh,MT1-MMP act inh,E coli Lon inh,bovine MsrA act,MLLE-PAM2 inh,SKN-1 block,CendR NRP1 mod
Cc1cc2oc(=O)cc(CN3CCCCC3C)c2cc1C(C)C (centres undefined),i,1,5,-5,-1,-2,-7,7,-20
COc1cccc(-c2nc(-c3ccccc3)c3ccc(Cl)cc3n2)c1,i,nt,17,1,0,-8,nt,1,-14
COC(=O)C1=C(C)N(c2ccc(C)cc2)/C(=C/c2cccs2)C1=O,i,-3,-5,-7,-6,-4,0,16,-8
CNC(=O)CN1C(=O)COc2ccc(S(=O)(=O)N3CCCCCC3)cc21,i,-2,-8,2,-6,-3,-2,0,-4
O=C(OCN1C(=O)c2ccccc2C1=O)c1cc(S(=O)(=O)N2CCOCC2)ccc1F,i,-1,4,7,-3,-6,4,-8,-9
O=C(NCCc1ccccc1)C1CCC(CNc2c(N3CCCCC3)c(=O)c2=O)CC1 (centres undefined),i,1,-2,-2,-6,-1,-3,-4,9
CCOc1cc(Cl)c(NC(=O)CC)cc1OCC,i,-2,-9,4,1,-6,5,-7,-18
COc1ccc(S(=O)(=O)NCCc2ccccc2)cc1OC,i,-2,-2,5,7,-9,-12,-4,-3
Cc1cc(C)n2nc(SCC(=O)N3CCCCC3C)nc2n1 (centres undefined),i,2,-6,-4,0,-2,-11,0,-6
N#C/C(=C\c1ccc(N2CCOCC2)o1)c1ccccc1,i,3,-2,-37,-20,-6,-108,19,-231
CCOC(=O)C1CCN(C(=O)COC(=O)CNS(=O)(=O)c2ccc(SC)c([N+](=O)[O-])c2)CC1,i,-1,-1,3,1,-3,3,6,-10
CCn1c(=NC(=O)CS(=O)(=O)c2ccc(C)cc2)sc2cccc(OC)c21,i,2,17,-3,-8,-4,15,10,3
CN1/C(=C\C(=O)CSc2cccc[n+]2[O-])C(C)(C)c2ccccc21,i,-8,-7,7,-1,-4,-41,17,-25
CCN(c1ccccc1)S(=O)(=O)c1ccc(Cl)c(NC(=O)CSc2nc(N)cc(=O)[nH]2)c1,i,-1,-15,6,3,-3,8,22,6
CCCS(=O)(=O)N1CCN(CCN2C(=O)c3cccc4cccc(c34)C2=O)CC1,i,-2,-5,-5,-1,-7,-7,6,8
CN(CC(=O)NCCc1ccc(S(N)(=O)=O)cc1)Cc1c(F)cccc1Cl,i,5,-1,1,4,-2,-17,22,-2
O=C(/C=C/c1ccco1)NC(=S)Nc1ccccc1N1CCOCC1,i,-2,14,-12,-6,-6,22,-6,-6
Cc1csc2c(N3CCN(S(=O)(=O)c4ccc(Cl)cc4)CC3)ncnc12,i,-3,2,0,0,-1,6,10,4
O=C1C=C(c2ccc3ncccc3c2)C[C@@H](c2ccc(F)cc2)C1,i,-2,21,1,-5,-2,10,-10,0
Cc1ccccc1NC(=O)CC(=O)c1ccccc1,i,0,-5,3,-10,-1,-6,14,4
CC(C)(C)c1ccc(C(=O)NCC2CCCN2S(=O)(=O)c2ccccc2)cc1 (centres undefined),i,2,37,-4,-14,-1,-6,18,3
O=C1CCCN2N=C(SCC(=O)N3CCCCC3)SC2=N1,i,0,-7,1,8,-5,4,-6,-2
COc1ccc(-c2noc(CCCC(=O)Nc3ccc(C(N)=O)cc3)n2)cc1,i,7,-6,3,-5,-2,-4,4,-3
CCn1cnc2c1c(=O)n(CC(=O)Nc1cc(C)on1)c(=O)n2Cc1ccccc1,i,-1,-3,7,1,-2,-10,8,14

# Screens from PubChem BioAssay.
